M17LAP inhibition: P. falciparum M17LAP inhibitors, primary screen, biochemical, fluorogenic H-Leu-NHMec substrate, 1536-well (AID 1619) | Leucine aminopeptidase (Plasmodium falciparum (isolate 3D7)) | recombinant M17LAP, H-Leu-NHMec fluorogenic kinetic assay; higher % means a stronger effect | inhibition, % at 30 µM, or IC50 in µM where a hit was titrated | 0.38% of 220,000 active;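 active = compound inhibiting the enzyme by more than half at any dose during confirmatory dose-response retesting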;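 also: plate controls were full reaction with DMSO carrier for no effect and no enzyme background for full effect; strong numbers were not always called active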
LYP phosphatase: inhibitors of LYP phosphatase, biochemical, fluorescence intensity, uHTS (AID 1779); recombinant LYP phosphatase, fluorescence intensity; higher % means a stronger effect; inhibition, % at 11.5 µM; hits with a dose series show IC50 in µM; 0.054% of 290,000 active;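 also: plate controls were vehicle with enzyme for no effect and no enzyme for full effect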
TNAP activators: human TNAP enzyme activators, primary screen, biochemical, luminescent, no phosphate acceptor, uHTS (AID 1001); Alkaline phosphatase, tissue-nonspecific isozyme (Homo sapiens); purified TNAP, luminescent activation assay, no phosphate acceptor; higher activation fold means a stronger effect; one-dose activation fold at 20 µM; EC50 in µM for titrated hits; 0.03% of 200,000 active; in the data active = activation fold from about 3, or a potency from the dose series; inactive = the rest, 99 in 100 with activation fold below about 1.6; also: many of its hits are not listed in these tables
XIAP displacement: XIAP antagonists, biochemical, IAP family, fluorescence polarization (AID 1018). XIAP BIR domain, fluorescence polarization peptide displacement; higher % means a stronger effect. displacement, % at 20 µM; hits with a dose series show IC50 in µM. 0.007% of 200,000 active; in the data active = displacement above about 50%; also: a part of the inactive calls stands beside numbers as strong as those of hits
PMI inhibition: human PMI inhibitors, high substrate, primary screen, biochemical, fluorescence intensity, high mannose 6-phosphate (AID 1220). Mannose-6-phosphate isomerase (Homo sapiens). recombinant PMI enzyme, coupled fluorescence intensity; higher % means a stronger effect. inhibition, % at 20 µM, or IC50 in µM where a hit was titrated. 0.66% of 190,000 active
WT yeast gro inh: growth inhibition of WT strain, primary screen, mitochondrial fusion inhibitor project, WT and mutant strains, chemical genetic; 2.1% of 190,000 active; inhibition, % at 10 µM; mitochondrial fusion phenotypic screen; in the data active = inhibition above about 58%; tested in S. cerevisiae
human PMI inhibition: inhibitors of human PMI, primary screen, biochemical, fluorescence intensity, coupled assay (AID 1209) | 0.42% of 190,000 active | Mannose-6-phosphate isomerase (Homo sapiens) | purified PMI enzyme, coupled fluorescence intensity; higher % means a stronger effect | inhibition, % at 20 µM, or IC50 in µM where a hit was titrated;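 also: plate controls were DMSO vehicle for no effect and wells lacking substrate for full effect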
P. falciparum M1AAP: P. falciparum M1AAP inhibitors, biochemical, fluorogenic H-Leu-NHMec substrate, 1536-well (AID 1445); Aminopeptidase N (Plasmodium falciparum (isolate 3D7)); recombinant M1AAP, H-Leu-NHMec fluorogenic kinetic assay; higher % means a stronger effect; inhibition, % at 30 µM; hits with a dose series show IC50 in µM; 0.42% of 220,000 active;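 active = primary inhibition above the hit cutoff, then over 50% inhibition at one or more dose response concentrations, cut at about 23% in these data, passing the limit was not always enough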;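 also: plate controls were DMSO full reaction for no effect and no enzyme background for full effect; strong numbers were not always called active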
Yfh1-depleted yeast: enhancers of respiration in Yfh1-depleted yeast, dose response, Friedreich's ataxia, plus single-dose screen (AID 1465) | 0.074% of 220,000 active | S. cerevisiae Yfh1-off respiration, WST-1 reduction, 72 h; higher fold induction means a stronger effect | fold induction at 50 µM, or EC50 in µM where a hit was titrated;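 active = fold induction of absorbance versus untreated yeast above a set limit, then at least 30% activation at any dose in follow-up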;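 also: activators that raise dye reduction in frataxin-depleted yeast; strong numbers were not always called active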
WT yeast gro inh mutant strain: recorded beside WT yeast gro inh, whose call it bears; inhibition, %; mitochondrial fusion phenotypic screen, mutant strain inhibition
Starred values were filed as active, the others as inactive; i = inactive; nt = no result given. Rule as the data show it, unless noted: active = inhibition above about 50%; inactive = the rest.

SMILES | M17LAP inhibition | LYP phosphatase | TNAP activators | XIAP displacement | PMI inhibition | WT yeast gro inh | WT yeast gro inh mutant strain | human PMI inhibition | P. falciparum M1AAP | Yfh1-depleted yeast
Cc1c(NC(=O)CN2C(=O)c3ccc([N+](=O)[O-])cc3C2=O)c(=O)n(-c2ccccc2)n1C | -5% | 24% | 1 | -7.0% | 7% | 4 | 0 | -10% | 0% | i
Cc1cc(C)n2nc(C(=O)N3CCCC(CNS(=O)(=O)c4cccs4)C3)cc2n1 (stereo not given) | 4% | -5% | 1 | -4.8% | -13% | -22 | -10 | -6% | 1% | i
COC(=O)c1cc(NC(=O)c2ccccc2F)cc(C(=O)OC)c1 | 14% | -2% | 1 | -2.9% | 8% | 10 | -5 | 1% | -5% | i
CN(C)S(=O)(=O)c1ccc(C(=O)NCCSc2ccc(Br)cc2)cc1 | 21% | -6% | 1.1 | -4.3% | 14% | 24 | 2 | 10% | -2% | i
O=C(C1CCN(S(=O)(=O)Cc2ccccc2)CC1)N1CCCc2ccccc21 | -1% | -2% | 1 | -0.1% | 4% | 4 | 4 | -7% | 8% | i
CC(=O)Nc1ccc(S(=O)(=O)C(C#N)c2nc3ccccc3nc2NCCO)cc1 (stereo not given) | -35% | -23% | nt | nt | nt | nt | nt | nt | 13% | i
Cc1ccc(C)n1-c1ccc(C(=O)NC2CCN(Cc3ccccc3)CC2)cc1 | 9% | 5% | 1 | -1.6% | 7% | -8 | -4 | -2% | 5% | i
CCC(CC)=NNc1cccc([N+](=O)[O-])c1 | 3% | 0% | 0.9 | -10% | -30% | 18 | 1 | -27% | 2% | i
O=C(c1ccc(F)cc1)C1CCN(CCn2c(=S)[nH]c3ccccc3c2=O)CC1 | -6% | -4% | 1 | -7.6% | -12% | 11 | 17 | -6% | -11% | i
Cc1cc(C)cc(C(=O)NCCCc2ccccc2)c1 | 5% | -4% | 1.1 | -1.0% | 17% | 18 | 7 | 13% | 5% | i
O=C1COc2ccc(C(=O)COC(=O)c3cccnc3Cl)cc2N1 | 3% | 0% | 1.1 | -4.9% | -4% | 0 | 0 | -5% | 10% | i
COC(=O)c1cn(C)c2ccc(S(=O)(=O)N3CC(C)CC(C)C3)cc2c1=O (stereo not given) | 1% | -4% | 1.1 | -7.5% | -11% | -7 | -1 | -6% | 3% | i
O=C(NCc1ccc(F)cc1)C1CCN(S(=O)(=O)N2CCC3(CC2)OCCO3)CC1 | -5% | -3% | 1 | -3.4% | -9% | -15 | -41 | -14% | 6% | i
Cc1cc(NC(=O)c2ccccc2[N+](=O)[O-])ccc1Br | 1% | -6% | 1 | -6.8% | 6% | 17 | -8 | 11% | 4% | i
CCOc1ccc(C(=O)NC2CCN(S(C)(=O)=O)CC2)cc1 | 14% | 8% | 1.1 | -4.3% | -7% | -6 | 9 | 3% | 15% | i
Cc1csc(Sc2ccc(C(=O)OCC(=O)Nc3ccc(F)cc3[N+](=O)[O-])cc2[N+](=O)[O-])n1 | 12% | -3% | 1.1 | -0.7% | 7% | 7 | -6 | 1% | 6% | i
COc1ccc(NC(=O)Nc2cccc(C(F)(F)F)c2)cn1 | 2% | 3% | 1 | -4.1% | 18% | 26 | 10 | 9% | 9% | i
COc1ccc(S(=O)(=O)N(C)c2ccc(C(=O)NC3CCCC3)cc2)cc1 | 1% | 1% | 1.2 | -1.2% | -2% | -1 | 0 | 4% | 0% | i
Cn1nnnc1NCc1c(F)cccc1Cl | -1% | -7% | 1.1 | -5.0% | -10% | -13 | -6 | -4% | -1% | i
O=C(Cc1cccs1)N1CCN(S(=O)(=O)c2ccccc2)CC1 | -19% | -7% | 1.1 | -1.0% | -7% | 6 | 15 | 8% | 3% | i
O=C(CN1CCOCC1)Nc1ncc(Cc2cccc(Cl)c2Cl)s1 | 6% | -3% | 1 | -12% | 8% | 9 | 3 | 5% | 7% | i
CN(c1ccc(C(=O)NCC2CCCO2)cc1)S(=O)(=O)c1ccccc1 (stereo not given) | 4% | 0% | 1.1 | -3.5% | -4% | 9 | 5 | -3% | 0% | i
CCOC(=O)CNC(=O)c1sc(NC(=O)c2cccc(F)c2)nc1C | -8% | -6% | 1.2 | -7.4% | -14% | 4 | 1 | -10% | 15% | i
CCOCCCNCc1ccc(OCc2ccccc2Cl)cc1 | -8% | -6% | 1.1 | -11% | 7% | 53 | 62 | 2% | 12% | i
CC(=O)N/C(N)=N/c1nc2cc(C)ccc2o1 | 10% | -2% | nt | nt | nt | nt | nt | nt | 5% | i
Cc1ccc(-n2cc(CNC(C)c3cnn(C)c3)c(-c3ccc(F)cc3)n2)cc1 (stereo not given) | -1% | -10% | 1 | -3.3% | 2% | 7 | -3 | 5% | -3% | i
Cc1sc(N2C(=O)C3C4C=CC(C4)C3C2=O)c(C#N)c1C (stereo not given) | 27% | -1% | 1 | -10% | 10% | -11 | -16 | 9% | 11% | i
Cc1ccc2[nH]c3c(=O)n(CCC4=CCCCC4)cnc3c2c1 | 2% | -4% | 1.1 | -1.0% | 3% | -7 | 1 | -2% | 8% | i
Cc1ccc(NS(=O)(=O)c2ccc(C(=O)OCC(=O)Nc3cc(C)on3)cc2)cc1 | 5% | -6% | 1.1 | -2.4% | -16% | 2 | -15 | -13% | -2% | i
O=C(NNS(=O)(=O)c1ccc(Cl)cc1)c1cccc(S(=O)(=O)N2CCOCC2)c1 | 8% | -6% | nt | nt | nt | nt | nt | nt | 11% | i
CC(C(=O)NCC1CCCO1)N1C(=O)C2C3CC(C(Br)C3Br)C2C1=O (stereo not given) | -2% | -5% | nt | nt | nt | nt | nt | nt | 5% | i
O=C(CC(NS(=O)(=O)c1ccc(Cl)cc1)c1ccco1)NC1CCCC1 (stereo not given) | -1% | -10% | 1.2 | -0.8% | 8% | -7 | -8 | 10% | 5% | i
CCn1cc(C(C)(C)C)c(C#N)c1NC(C)=O | 10% | -1% | 1.1 | -5.1% | 4% | -7 | -5 | 7% | 1% | i
CCN1CCN(C(=O)c2ccccc2Nc2ccc(SC(F)F)cc2)CC1 | -13% | -6% | 1 | -1.6% | -10% | -13 | 33 | -14% | 9% | i
CCCCCC(=O)N1CCN(c2ccc(C(C)=O)cc2F)CC1 | 6% | 0% | 1.1 | -10% | 13% | -4 | -6 | 13% | 7% | i
COC(=O)c1cccc(COC(=O)c2ccc(CS(=O)(=O)c3ccc(C)cc3)cc2)c1 | 2% | -6% | 1.4 | -6.1% | 0% | 14 | -7 | 9% | -6% | i
Cc1ccc(Cn2ccc(NC(=O)c3nn(C)cc3[N+](=O)[O-])n2)cc1 | 12% | -5% | 1 | -3.9% | -1% | -13 | -13 | -9% | 1% | i
Cc1ccsc1C(=O)OCC(=O)c1cc(C)n(CC2CCCO2)c1C (stereo not given) | -4% | -2% | 1 | -4.3% | 13% | -13 | -1 | 9% | 4% | i
NN/C(=C\[N+](=O)[O-])Nc1ccccc1 | 0% | 2% | 1 | -7.0% | -161% | -5 | -2 | -72% | 6% | nt
O=C(Nc1cccc2ccccc12)c1ccc(OC(=S)N2CCOCC2)cc1 | -4% | -4% | 1 | -5.1% | 11% | 9 | 9 | 8% | 0% | i

Five entries out of the list, ordered by length of the SMILES, rising.
SMILES | M17LAP inhibition | LYP phosphatase | TNAP activators | XIAP displacement | PMI inhibition | WT yeast gro inh | WT yeast gro inh mutant strain | human PMI inhibition | P. falciparum M1AAP | Yfh1-depleted yeast
CCC(CC)=NNc1cccc([N+](=O)[O-])c1 | 3% | 0% | 0.9 | -10% | -30% | 18 | 1 | -27% | 2% | i
O=C(Cc1cccs1)N1CCN(S(=O)(=O)c2ccccc2)CC1 | -19% | -7% | 1.1 | -1.0% | -7% | 6 | 15 | 8% | 3% | i
CN(C)S(=O)(=O)c1ccc(C(=O)NCCSc2ccc(Br)cc2)cc1 | 21% | -6% | 1.1 | -4.3% | 14% | 24 | 2 | 10% | -2% | i
CC(C(=O)NCC1CCCO1)N1C(=O)C2C3CC(C(Br)C3Br)C2C1=O (stereo not given) | -2% | -5% | nt | nt | nt | nt | nt | nt | 5% | i
COC(=O)c1cn(C)c2ccc(S(=O)(=O)N3CC(C)CC(C)C3)cc2c1=O (stereo not given) | 1% | -4% | 1.1 | -7.5% | -11% | -7 | -1 | -6% | 3% | i

(cont.)
SMILES | M17LAP inhibition | LYP phosphatase | TNAP activators | XIAP displacement | PMI inhibition | WT yeast gro inh | WT yeast gro inh mutant strain | human PMI inhibition | P. falciparum M1AAP | Yfh1-depleted yeast
O=C(O)CCc1nc2cc(Cl)ccc2n(Cc2ccccc2)c1=O | 8% | 4% | 1.6 | -6.2% | 3% | 6 | -9 | 1% | 2% | i
CCOc1ccc(-c2nc(-c3ccc(OC)c(OC)c3)no2)cc1OCC | -7% | -8% | 1.1 | -2.6% | 4% | 10 | 9 | 8% | -2% | i
C=CC[N+]1(CC#Cc2ccccc2)CCCC1 | 14% | -6% | 1.1 | -3.3% | -2% | 14 | -12 | 1% | -1% | i
CC(C)CN1CCNC(=O)C1CC(=O)NCCc1cnn(-c2ccccc2)c1 (stereo not given) | -6% | -5% | 1.1 | -2.2% | 12% | 4 | 3 | 2% | 6% | i
CC1CCCCN1C/C=C/c1ccccc1[N+](=O)[O-] (stereo not given) | 1% | -4% | 1.1 | 0.1% | 0% | -16 | 20 | -4% | 4% | i
COc1ccc(NC(=S)N2CCC(c3nc4ccccc4[nH]3)CC2)c(OC)c1 | 9% | 0% | 1.1 | -4.3% | 17% | 6 | 5 | 22% | 15% | i
Cc1ccccc1NC(=O)c1ccccc1NC(=O)c1ccco1 | -7% | -7% | 1.1 | 3.0% | 8% | 4 | -6 | 8% | 0% | i
CCCCCC(=O)NNC(=O)c1ccc(-c2ccccc2)cc1 | 1% | 2% | 1.6 | -7.2% | 5% | -2 | 1 | 8% | -2% | i
O=c1[nH]c2ccc([N+](=O)[O-])cc2nc1/C=C(\O)c1ccccc1 | 13% | -6% | nt | nt | nt | nt | nt | nt | 11% | i
